Screening results as filed in PubChem BioAssay.
USP1 inh: USP1/UAF1 (human) deubiquitinase inhibition. 390,000 tested, 0.23% active. O94782. Potency, µM (series often up to 57.1 µM), inactives show at the top dose activity change, negative = inhibition, usual class: inhibitors. recombinant USP1/UAF1, Ub-Rhodamine cleavage fluorescence; further: potency means the concentration at half of the fitted maximal effect; on the % scale 0 is the no-effect control and ±100 the full control effect; nearly all actives have a fitted effect of over 60% in size; inactives centre near -12
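USP1/UAF1 complex (1 nM) preincubated 15 min at room temperature with compound, then Ub-Rho substrate (150 nM final) added. Kinetic fluorescence at 480/540 nm over 6 reads at 60 s intervals; 50 mM HEPES pH 7.8, 0.5 mM EDTA, 0.1 mg/ml BSA, 1 mM TCEP, 0.01% Tween-20.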
TrxR1 substrate: rat thioredoxin reductase 1 substrate activity | purified TrxR1 substrate turnover, NADPH consumption readout | Potency, µM (highest dose often 114 µM), for the others: top-dose activity change, negative = substrate turnover | 390,000 tested, 0.01% active | AID 588456; further: potency means the concentration at half of the fitted maximal effect; on the % scale 0 is the no-effect control and ±100 the full control effect; nearly all actives have a fitted effect of over 50% in size
Target sequence (O89049 whole entry, looked up): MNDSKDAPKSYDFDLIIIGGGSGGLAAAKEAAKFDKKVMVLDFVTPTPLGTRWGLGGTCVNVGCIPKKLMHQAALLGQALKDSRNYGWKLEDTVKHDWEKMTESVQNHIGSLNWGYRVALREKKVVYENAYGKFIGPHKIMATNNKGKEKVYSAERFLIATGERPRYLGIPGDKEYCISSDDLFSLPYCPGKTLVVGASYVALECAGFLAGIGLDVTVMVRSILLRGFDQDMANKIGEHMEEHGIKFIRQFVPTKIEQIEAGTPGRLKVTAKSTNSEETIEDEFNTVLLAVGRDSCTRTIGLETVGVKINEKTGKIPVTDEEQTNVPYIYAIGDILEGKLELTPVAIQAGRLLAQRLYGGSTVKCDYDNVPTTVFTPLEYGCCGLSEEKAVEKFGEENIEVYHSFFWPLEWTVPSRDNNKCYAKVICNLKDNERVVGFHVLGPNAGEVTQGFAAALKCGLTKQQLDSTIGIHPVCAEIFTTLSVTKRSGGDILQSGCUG
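Rat TrxR1, dispensed at 90 nM, was prereduced with 400 uM NADPH (final) for 5 min at ~22 deg C, then incubated with compound 15 min before 400 uM selenite. A first-read NADPH fluorescence drop versus no-compound background flagged substrates.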
RXFP1 ag: RXFP1 (human) receptor agonism. 370,000 tested, 0.3% active. HEK293T-RXFP1 cAMP TR-FRET, 30 min; response scale: percent of porcine relaxin response, buffer zero. Potency, µM (top dose mostly 57.5 µM), for inactives: top-dose activation, hits mostly activators; further: potency means the concentration at half of the fitted maximal effect; on the % scale 0 is the no-effect control and ±100 the full control effect; nearly all actives have a fitted effect of over 60% in size; many of its hits are not listed in these tables
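HEK293T cells stably expressing RXFP1 were pretreated with the PDE4 inhibitor Ro 20174, exposed to compounds for 30 min at 37C, lysed, and cAMP was read by TR-FRET. Data normalized to buffer (basal) and 29 nM porcine relaxin (100%).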
Glioma ERSR ind: induces the endoplasmic reticulum stress response in human glioma cells; U87-MG GRP78 promoter luciferase reporter, 16 h; Potency, µM, for the others: top-dose activation, usual class: activators; 420,000 tested, 0.02% active; AID 602332; further: potency means the concentration at half of the fitted maximal effect; series mostly up to about 76 µM; % of control where 0% means no effect; nearly all actives have a fitted effect of over 35% in size
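ERSR induction read as luciferase luminescence (Bright-Glo, 10 min at room temperature) in stably transfected human U87-MG glioma cells exposed to compounds for 16 h, using GRP78 as sensor.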
LDHA block: LDHA (human) enzyme inhibition; P00338; purified LDHA, NADH/diaphorase-resazurin fluorescence; hits give low values; activity change, % (values are at about 110 or 230 µM); 480,000 tested, 0.15% active; AID 1347041; in the data active means activity change below about -30%; inconclusive means mostly about -25% to -30%;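 further: plate controls were DMSO wells for no effect and wells without enzyme for full effect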
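Remaining NADH was detected by diaphorase (0.133 mg/mL) converting 37 µM resazurin to fluorescent resorufin, read at 0 and 20 minutes. The preceding 5-minute room-temperature reaction used 2 nM LDHA, 0.2 mM sodium pyruvate and 0.06 mM NADH at pH 7.4.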
Vif-A3F inh: blocks the Vif interaction with APOBEC3F. 390,000 tested, 0.2% active. Potency, µM (doses to about 46.1 µM), without a hit: at the top dose activity, negative = active. HeLa A3F-eYFP + Vif (tagged APOBEC3F with the HIV-1 protein that degrades it), YFP fluorescence increase; further: potency means the concentration at half of the fitted maximal effect; % of control where 0% means no effect; nearly all actives have a fitted effect of over 65% in size
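HeLa cells stably expressing Vif plus C-terminally eYFP-tagged A3F were seeded, incubated overnight at 37 deg C, dosed with compound, incubated overnight again at 37 deg C. Yellow fluorescence (Ex 488/Em 500-530) reported blocked Vif-mediated A3F-eYFP degradation.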
PI4K2A inh: inhibitors of human PI4K2A; activity change, negative = inhibition, % at 76.9 µM; purified PI4K2A, ADP-Glo luminescence, 1 h; hits give low values; Q9BTU6; AID 1346378; 420,000 tested, 0.13% active; in the data active means activity change below about -50%; inconclusive means mostly about -30% to -49%;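 further: -100% = wells without enzyme as full effect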
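In this quantitative HTS, ADP production by PI4K2A was quantified luminescently after 1 h at ambient temperature; 100 microM adenosine served as plate-quality control.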
Vif-APOBEC3G blk: blocks the Vif interaction with human APOBEC3G | Q9HC16 | HeLa A3G-eYFP + Vif (tagged APOBEC3G with the HIV-1 protein that degrades it), YFP fluorescence, overnight | Potency, µM (highest dose often 46.1 µM), for the others: at the top dose activity, negative = active, usual class: inhibitors | 410,000 tested, 0.076% active | AID 602310;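 further: potency means the concentration at half of the fitted maximal effect; on the % scale 0 is the no-effect control and ±100 the full control effect; nearly all actives have a fitted effect of over 60% in size; hits raise eYFP signal because A3G escapes Vif-driven loss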
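HeLa cells stably expressing Vif and C-terminally eYFP-tagged A3G, seeded overnight at 37 deg C, then exposed to compound by pintool overnight at 37 deg C. Rise in yellow fluorescence (Ex 488/Em 500-530, Acumen) marks blocked Vif-driven A3G degradation.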
IDH1 R132H inh: blocks human mutant IDH1 R132H enzyme. IDH1-R132H enzyme, NADPH consumption, diaphorase/resazurin fluorescence. 390,000 tested, 0.093% active. Potency, µM (series often up to 76.6 µM), without a hit: at the top dose activity change, negative = inhibition, actives largely listed as inhibitors. AID 602179. O75874; further: potency means the concentration at half of the fitted maximal effect; on the % scale 0 is the no-effect control and ±100 the full control effect; nearly all actives have a fitted effect of over 65% in size
Target sequence (O75874 whole entry R132H, stated change not applied): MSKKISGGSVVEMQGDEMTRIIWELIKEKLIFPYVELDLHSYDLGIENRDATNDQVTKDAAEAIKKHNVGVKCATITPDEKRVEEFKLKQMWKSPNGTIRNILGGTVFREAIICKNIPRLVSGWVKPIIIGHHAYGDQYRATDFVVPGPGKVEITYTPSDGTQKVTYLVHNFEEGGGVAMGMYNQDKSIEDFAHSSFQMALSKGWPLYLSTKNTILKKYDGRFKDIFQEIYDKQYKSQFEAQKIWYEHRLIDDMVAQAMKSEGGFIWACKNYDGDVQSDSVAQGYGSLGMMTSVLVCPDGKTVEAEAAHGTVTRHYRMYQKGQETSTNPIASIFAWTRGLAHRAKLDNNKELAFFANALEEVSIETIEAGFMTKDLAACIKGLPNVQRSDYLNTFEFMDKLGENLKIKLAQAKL
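IDH1-R132H (0.5 ug/mL) preincubated 30 min with compound, then NADPH (0.016 mM) and alpha-KG (2 mM) added; 80 min at RT, pH 7.5. Remaining NADPH coupled via diaphorase/resazurin to fluorescence (540/590 nm); concentration-response curves normalized to no-enzyme control.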
Active calls of the source: *; ? = inconclusive; . = no result given; & = joins results of further samples; [ ] = dose if it differs, or a comment. Unless noted, the call rests on the fitted dose curve; in most records, active means well fitted curve in the direction sought with a large enough effect; inconclusive means small, poorly fitted or top-dose-only effect, or another doubt; inactive means no such curve, though single readings can be large; an effect the other way counts as inactive or inconclusive. Some of the compounds tested; rates above refer to the full screens.

structure	USP1 inh	TrxR1 substrate	RXFP1 ag	Glioma ERSR ind	LDHA block	Vif-A3F inh	PI4K2A inh	Vif-APOBEC3G blk	IDH1 R132H inh
CC(=O)Nc1ccc(NC(=O)C(Cc2ccccc2)NC(=O)C2CCC(C)CC2)cc1 (configuration not stated)	-3%	9%	5.6%	-5%	-4	6%	1	-2%	1%
Cc1cccn2c(=O)c3cc(C(=O)NCCc4ccccc4)c(=N)n(CCCn4ccnc4)c3nc12	-10%	105%[activator][57.1 µM]	2.4%	-8%	-3	2%	3	5%	2%
COCC1CCCCN1C(=O)c1ccc2nc(Cc3ccc(OC)c(OC)c3)oc2c1 (configuration not stated)	-8%	1%	1.4%	1%	-3	1%	6	4%	1%
Cc1ccc(NC(=O)CSc2nc3c([nH]c4ccccc43)c(=O)n2C)cc1	-23%	0%	-0.6%	3%	-1	?	-2	-7%	-9%
Cc1ccccc1OCCSc1nnc(-c2cccnc2)n1N	7%	0%	-1.0%	1%	-2	-2%	-2	-4%	7%
Cc1ccc(Cl)cc1N1CCN(C(=O)Cn2ncn3cccc3c2=O)CC1	-9%	-7%	2.4%	-5%	-3	5%	1	-1%	14%
COC(=O)C1N2C(=O)[C@@H](NC(=O)COc3ccccc3)[C@H]2SC1(C)C (some centres not stated)	-21%	14%&4%	.	0%&-2%	3	-7%	-2	1%&0%	11%
COc1ccc2cc(C(=O)N3CCN(c4ccccc4F)CC3)[nH]c2c1	-18%	-3%	4.5%	-4%	3	10%	-2	-10%	1%
CCOc1ccc(NC(=O)c2cc(S(=O)(=O)N3CCCCCC3)cn2C)cc1	-14%	0%[57.1 µM]	4.8%	-3%	3	-7%	-5	2%	17%
CC(=O)c1cccc(NC(=O)c2cc(-n3cnnc3)ccc2Cl)c1	-21%	-7%[57.1 µM]	-0.8%	-5%	-2	2%	-3	1%	-1%

Later entries
structure	USP1 inh	TrxR1 substrate	RXFP1 ag	Glioma ERSR ind	LDHA block	Vif-A3F inh	PI4K2A inh	Vif-APOBEC3G blk	IDH1 R132H inh
CCOCc1c(C(=O)N2CCN(Cc3ccc(Br)s3)CC2)oc2ccccc12	-16%	-3%	-1.4%	-1%	0	1%	-1	0%	-8%
Nc1nc(-c2ccco2)nn1C(=O)c1ccc(Cl)cc1	-21%	4%	1.5%	-7%	5	-9%	14	2%	7%
COc1cccc(C(=O)Nc2ccc(NC(=O)C3CCCCC3)nc2)c1	-13%	11%	-6.0%	0%	-3	?	3	0%	0%
CCN(CCCNC(=O)c1ccc(Sc2ccc(F)cc2)c(NC(C)=O)c1)c1ccccc1	-7%	-8%[57.1 µM]	4.9%	-2%	-2	-4%	-1	-6%	-7%
Cc1ccc(O)c(C(=O)c2cc(C(=O)NCCc3ccccc3)c(=O)n(CCc3ccccc3)c2)c1	-13%	-2%[11.4 µM]	5.2%	-4%	-7	-6%	-1	-10%	4%
Cn1c(=O)n(C)c2cc(C(=O)O)ccc21	-20%	11%[57.1 µM]	1.2%	-3%	-6	5%	-6	0%	1%
COc1ccccc1NC(=O)COC(=O)c1c[nH]c(=O)[nH]c1=O	-15%	3%	6.7%	0%	0	-10%	0	0%	2%
Fc1ccc(/C=N/Nc2nnnn2-c2ccccc2)cc1	3%	5%[57.1 µM]	0.1%	1%	-7	-1%	-6	-7%	2%
COc1ccc(C(=O)CN2CCN(c3ncccn3)CC2)cc1	-16%	6%	3.2%	-4%	-16	-1%	0	1%	-2%
Cc1cccc(C(=O)NNC(=O)c2c(O)c3ccccc3n(C)c2=O)c1	5%	2%	-0.4%	1%	5	?	-1	-1%	-3%

Further compounds
structure	USP1 inh	TrxR1 substrate	RXFP1 ag	Glioma ERSR ind	LDHA block	Vif-A3F inh	PI4K2A inh	Vif-APOBEC3G blk	IDH1 R132H inh
Cn1cnc2cc(NCc3ccc(Cl)cc3)ccc21	-21%	2%	-0.9%	4%	6	8%	-2	2%	7%
O=C(COC(=O)C1CCN(c2ccc(C(F)(F)F)cn2)CC1)c1cccc(Br)c1	-15%	-5%	-0.1%	-1%	0	10%	0	0%	-2%
NS(=O)(=O)c1cccc(NC(=O)COC(=O)Cc2ccc(S(=O)(=O)N3CCOCC3)s2)c1	-16%	-1%	.	-1%	-5	6%	5	0%	-9%
N=C1CCCN1CC(=O)c1ccc(Cl)cc1	-12%	-9%	0.6%	2%	-10	-4%	-1	2%	1%
CCCCOc1ccc(C(=O)NCC(=O)N2CC(C)OC(C)C2)cc1 (configuration not stated)	-17%	5%	1.3%	-5%	-3	-12%	-1	2%	2%
O=C(COc1ccccc1)Nc1ccc2nc(SCC(=O)N3CCCC3)sc2c1	-23%	-1%	-0.5%	-2%	-7	1%	-3	-6%	1%
CSc1ccc(CNc2ccccn2)cc1	-19%	9%[57.1 µM]	1.2%	3%	-14	-12%	-4	-1%	-4%
COc1ccc2c(c1)C(c1ccccc1)=NNC(c1ccco1)=N2	-12%	-13%	-1.8%	3%	3	-9%	-1	-4%	-10%
O=C(NCC(c1ccco1)N1CCc2ccccc21)c1ccccc1Br (configuration not stated)	-23%	-1%	1.1%	-2%	-1	0%	6	-1%	10%
CCOc1ccc(NC(=O)CN2C(=O)NC3(CCCCCC3)C2=O)cc1	-4%	0%	.	-3%	-3	-7%	5	-11%	-12%

More entries.
structure	USP1 inh	TrxR1 substrate	RXFP1 ag	Glioma ERSR ind	LDHA block	Vif-A3F inh	PI4K2A inh	Vif-APOBEC3G blk	IDH1 R132H inh
O=C(NCC(=O)N(c1ccc2c(c1)OCO2)C(C(=O)NC1CCCC1)c1cccs1)c1ccco1 (configuration not stated)	-16%	9%	2.1%	-4%	-13	-1%	3	-1%	-12%
O=C(Nc1ccc2c(c1)nc1n2CCOC1)c1ccccc1	-8%	3%	2.1%	-6%	3	.	-1	-2%	4%
Cc1ccc(Nc2nc(Oc3ccc(=O)[nH]n3)nc(N(C)C)n2)cc1	-15%	11%[57.1 µM]	0.8%	2%	-3	-1%	2	-4%	4%
Cc1ccc2[nH]c3c(=O)n(CC(=O)N(C)Cc4ccccc4)ncc3c2c1	1%	3%	0.2%	-2%	-4	2%	-1	-5%	-11%
COc1ccc(/C=C2\SC(=S)N(Cc3cccnc3)C2=O)cc1C	-9%	10%	-1.6%	5%	-7	2%	-5	0%	4%
C/C(=N\Nc1nncc2ccccc12)c1ccc(C(C)(C)C)cc1	-18%	-9%[57.1 µM]	3.5%	0%	-3	1%	0	3%	2%
CCCCC(=O)Nc1ccccc1N1CCN(c2ccc(F)cc2)CC1	-2%	-5%	2.6%	-3%	-1	6%	7	-1%	10%
Cn1cccc1CC(=O)N/N=C/c1cc([N+](=O)[O-])ccc1Cl	-22%	3%[57.1 µM]	-2.0%	-1%	-7	3%	-10	1%	3%
CC1CCCN(c2csc3ccc(F)cc3c2=O)C1 (configuration not stated)	-31%	-5%[57.1 µM]	0.3%	1%	-6	-9%	-2	-1%	-3%
CCCCN(CC)CCCNC(=O)CC1Oc2ccccc2NC1=O (configuration not stated)	10%	-4%	1.4%	-3%	-4	-1%	-2	0%	2%

The list goes on:
structure	USP1 inh	TrxR1 substrate	RXFP1 ag	Glioma ERSR ind	LDHA block	Vif-A3F inh	PI4K2A inh	Vif-APOBEC3G blk	IDH1 R132H inh
COc1ccc(Cn2nc(-c3ccccc3)c(N3CCCCC3)cc2=O)cc1	2%	0%[57.1 µM]	0.2%	2%	1	-16%	1	2%	-22%
S=C(NCCc1ccccn1)Nc1ccccc1Cl	-7%	2%	1.8%	0%	-4	3%	-2	0%	4%
O=C(CC1C(=O)NCCN1CC1CCCCC1)NCCCN1CCOCC1 (configuration not stated)	-19%	-6%	-2.9%	-5%	-4	3%	6	-2%	2%
COc1cc(C(=O)N/N=C/c2coc3ccccc3c2=O)cc(OC)c1OC	?	1%	7.0%	1%	-1	4%	3	?	0%
O=C(c1cnccn1)N1CCN(S(=O)(=O)c2cccc(Cl)c2)CC1	-17%	11%	.	3%	-1	9%	3	-1%	0%
CC(=O)Nc1ccc(S(=O)(=O)Nc2c(C)nn(-c3ccccc3)c2C)cc1	-2%	4%	-3.0%	-2%	-3	-8%	-3	-14%	0%
COc1ccc(N/C=C\C(=O)c2ccc3c(c2)OCO3)cc1	-22%	-5%	2.4%	-15%	3	-3%	-3	-4%	-1%
Cc1ccc(O)c(C(=O)c2cc(C#N)c(=O)n(-c3c(C)n(C)n(-c4ccccc4)c3=O)c2)c1	-10%	-17%	2.2%	2%	-6	?	0	-18%	-5%
O=C(CN1C(=O)c2ccccc2C1=O)NCc1ccncc1	-4%	5%[57.1 µM]	-0.4%	-1%	4	-1%	-1	-4%	0%
Cc1ccc(CNC(=O)c2cc(Cl)cc(Cl)c2)n1C	-12%	6%	1.0%	-2%	-1	-1%	-1	1%	3%
O=C(C=Cc1ccco1)N1CCOCC1	-26%	-9%[2.29 µM]	.	0%	-8	-1%	2	0%	7%
CCCCCCCNC(=O)C1(CC2CC(c3cccc(Br)c3)=NO2)CCN(C(=O)C2CCCC2)CC1 (configuration not stated)	-15%	6%	2.7%	-3%	5	2%	-1	1%	3%
COc1ccc(CCNC(=O)CCc2nnc(Cc3ccc4c(c3)OCO4)o2)c(OC)c1	-3%	2%	-2.5%	-2%	-1	-8%	-1	-1%	3%
